TSG101-PTAP inh = qHTS Assay for Iinhibitors of HIV-1 Budding by Blocking the Interaction of PTAP/TSG101. Tumor susceptibility gene 101 protein (Homo sapiens), Q99816. Fluorescence polarization, FITC-PTAP peptide / Tsg101 binding. Potency, µM (highest dose often 115 µM), without a hit: at the highest dose activity change, negative = inhibition, actives largely listed as inhibitors. 340,000 tested, under 10 active; active = well fitted inhibition curve with a large enough effect in the main read-out, with a control signal flat, not every such curve was filed as active; inconclusive = small, poorly fitted or top-dose-only effect, or effect the other way, or a change in a side signal; inactive = no such curve, though single readings can be large or run the other way; also: potency is read from the fitted curve at half-maximal effect; % of control where 0% means no effect
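FP read-out: FITC-PTAP peptide, 50 nM final, binding Tsg101 binding domain, 10 uM final; 20 min, r.t.; 10 mM HEPES pH 7.5, 0.15 M NaCl, 0.01% Tween 20, 3 mM EDTA, 0.1 mM TCEP.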
B2AR arrestin = qHTS assay of beta-arrestin-biased ligands of beta2-adrenergic receptor; Beta-2 adrenergic receptor (Homo sapiens), P07550; beta-arrestin recruitment to beta2AR, cell-based reporter; Potency, µM (doses to about 46.1 µM), for inactives: top-dose activation, hits mostly activators; actives 0.02% (n = 330,000);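 also: potency is read from the fitted curve at half-maximal effect; 0% = DMSO controls and full agonism = EC100 isoproterenol or metaproterenol; nearly all actives have a fitted effect of over 65% in size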
Target sequence (P07550 whole entry, looked up): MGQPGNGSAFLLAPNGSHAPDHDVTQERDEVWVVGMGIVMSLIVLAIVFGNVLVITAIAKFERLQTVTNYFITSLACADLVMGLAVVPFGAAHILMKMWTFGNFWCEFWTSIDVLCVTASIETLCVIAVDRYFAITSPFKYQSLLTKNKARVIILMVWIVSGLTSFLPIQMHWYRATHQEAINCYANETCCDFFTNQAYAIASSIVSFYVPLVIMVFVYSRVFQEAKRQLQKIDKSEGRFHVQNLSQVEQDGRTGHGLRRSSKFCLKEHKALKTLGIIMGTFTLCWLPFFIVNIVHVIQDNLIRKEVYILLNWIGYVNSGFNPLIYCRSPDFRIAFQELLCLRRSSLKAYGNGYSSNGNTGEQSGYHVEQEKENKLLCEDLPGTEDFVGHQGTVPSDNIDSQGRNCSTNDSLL
BCR signal inh = qHTS Assay to Find Inhibitors of Chronic Active B-Cell Receptor Signaling. ABC-DLBCL IkBa-CBG/CBR reporter, luminescence ratio, 4 h. actives 0.05% (n = 340,000). Potency, µM (highest dose often 46.1 µM), for the others: top-dose ratio change, negative = lower green/red ratio, actives largely listed as inhibitors; active = well fitted inhibition curve with a large enough effect in the signal ratio, with a control signal flat, not every such curve was filed as active; inconclusive = small, poorly fitted or top-dose-only effect, or effect the other way, or a change in a side signal; the % refers to the signal ratio;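 also: potency is read from the fitted curve at half-maximal effect; plate controls were basal doxycycline-induced cells for no effect and cells given 10 µM MG132 for full effect; MG132 reads +100%, hits lower the ratio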
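TMD8 ABC-DLBCL cells carrying doxycycline-inducible green luciferase fused to IkappaBalpha plus unfused red luciferase were exposed to compounds (up to 46 uM) for 4 hrs at 37C. Activity came from the overlap-corrected green/red luminescence ratio.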
FBPA coupling cs = qHTS Assay for Inhibitors of Fructose-1,6-bisphosphate Aldolase from Giardia Lamblia: Coupling assay counterscreen; coupling enzyme system counterscreen, AmpLite Red fluorescence; activity change, negative = inhibition, % at 58.2 µM, hits read low; actives 0.67% (n = 290,000); in the data active = activity change below about -30%; also: % is scaled to controls: 0 for no effect and ±100 for the full control effect
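Activity here indicates interference with the coupling reaction, not aldolase inhibition. Compounds at 57.5 uM final met coupling enzymes for 10 min at RT; substrate and AmpLite Red detection followed, with a 525/598 nm fluorescence read after 20 min.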
Tb PFK block = qHTS Assay to Find Inhibitors of T. brucei phosphofructokinase | ATP-dependent 6-phosphofructokinase (Trypanosoma brucei brucei), O15648 | T. brucei PFK, ADP-Glo luminescence | Potency, µM (series often up to 57.5 µM), without a hit: at the highest dose activity, negative = inhibition, actives largely listed as inhibitors | actives 0.17% (n = 330,000) | AID 485367, 2010;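 also: potency is read from the fitted curve at half-maximal effect; 0% = uninhibited 1x PFK enzyme wells and -100% = no-enzyme wells; nearly all actives have a fitted effect of over 60% in size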
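Activity is normalized to no-enzyme wells (full inhibition) and 1.25 nM enzyme wells (no inhibition). Reaction: 0.5 mM F6P, 0.1 mM ATP, 45 min RT, ADP-Glo luminescence; concentration-response curves fitted and classed by quality.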
S-ASM inh = Inhibitors of Secretory Acid Sphingomyelinase (S-ASM): qHTS. Potency, µM (series often up to 57.5 µM), for inactives: at the top dose activity change, negative = inhibition, actives largely listed as inhibitors. Sphingomyelin phosphodiesterase (Homo sapiens), P17405. actives 0.006% (n = 340,000). placental ASM, HMU-PC fluorogenic substrate, 60 min. AID 504937, 2011; also: potency is read from the fitted curve at half-maximal effect
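Fluorescence read-out (Ex 386 nm, Em 447 nm) after stopping the reaction at pH 10. Enzyme: ASM from human placenta; substrate HMU-PC0, 9 uM final; 60 min, 37 °C. Compound preincubation 10 min, ambient temperature.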
GALK inh = qHTS Assay for Inhibitors of Human Galactokinase (GALK); P51570; AID 1868, 2009; actives 0.007% (n = 270,000); Purified GALK, Kinase-Glo residual ATP luminescence; Potency, µM (titrated, usually from 57.5 µM), without a hit: at the highest dose activity change, negative = inhibition, most hits filed as inhibitors; also: potency is read from the fitted curve at half-maximal effect; % is scaled to controls: 0 for no effect and ±100 for the full control effect
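Luminescence from leftover ATP (Ultra-Glo luciferase/luciferin) served as read-out after a 1 h room-temperature reaction of 5 nM GALK with 35 uM ATP and 100 uM galactose.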
Giardia kill = Small Molecules that selectively kill Giardia lamblia: qHTS; actives 0.15% (n = 340,000); Giardia lamblia trophozoite viability; activity change, % at 7.66 µM, hits read low; in the data active = activity change below about -80%; inconclusive = between about -30% and that limit;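 also: parasites exposed to compound for two days anaerobically before the ATP read; % is scaled to controls: 0 for no effect and ±100 for the full control effect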
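Viability, read as ATP luminescence: trophozoites at 100 cells/well, compound added, 48 hrs anaerobic at 37 deg C, then 15-30 min room-temperature development before reading.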
a7 integrin act = qHTS for Activators of Integrin-Mediated Alleviation for Muscular Dystrophy; alpha7betagal myoblasts, beta-gal FDG fluorescence, 48 h; actives 0.064% (n = 350,000); Potency, µM (highest dose often 38.3 µM), for inactives: at the highest dose activation, most hits filed as activators;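 also: potency is read from the fitted curve at half-maximal effect; 100% = response of the positive control SU9516; nearly all actives have a fitted effect of over 60% in size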
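alpha7betagal+/- myoblasts (passage 13, 250/well) treated 48 h at 37C with compounds at 1:260 dilution of DMSO stock. Lysed, then beta-galactosidase activity read as FDG fluorescence (ex 480/em 540) after 30 min, with pre-read for autofluorescence.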
Menin MLL FP TR = qHTS Assay for Inhibitors Targeting the Menin-MLL Interaction in MLL Related Leukemias: Competition With Texas Red Labeled MLL-derived Mutant Peptide. AID 1768, 2009. O00255. Potency, µM (series often up to 61.6 µM), inactives show at the top dose FP activity change, negative = inhibition, actives largely listed as inhibitors. Menin + Texas Red MLL mutant peptide, fluorescence polarization. actives 0.23% (n = 270,000); active = well fitted inhibition curve with a large enough effect in the polarisation, with a control signal flat, not every such curve was filed as active; inconclusive = small, poorly fitted or top-dose-only effect, or effect the other way, or a change in a side signal; inactive = no such curve, though single readings can be large or run the other way; the % refers to the polarisation; also: potency is read from the fitted curve at half-maximal effect; % of control where 0% means no effect; many of its hits are not listed in these tables
PKM2 act = qHTS Assay for Activators of Human Muscle isoform 2 Pyruvate Kinase; Pyruvate kinase PKM (Homo sapiens), P14618; purified PKM2, Kinase-Glo ATP luminescence, activation; response scale: 0% is enzyme alone, no compound; Potency, µM (titrated, usually from 57.5 µM), for inactives: at the highest dose activation, actives largely listed as activators; actives 0.34% (n = 260,000); AID 1631, 2009; also: potency is read from the fitted curve at half-maximal effect; % is scaled to controls: 0 for no effect and ±100 for the full control effect; nearly all actives have a fitted effect of over 55% in size
Target sequence (P14618 whole entry, looked up, canonical isoform): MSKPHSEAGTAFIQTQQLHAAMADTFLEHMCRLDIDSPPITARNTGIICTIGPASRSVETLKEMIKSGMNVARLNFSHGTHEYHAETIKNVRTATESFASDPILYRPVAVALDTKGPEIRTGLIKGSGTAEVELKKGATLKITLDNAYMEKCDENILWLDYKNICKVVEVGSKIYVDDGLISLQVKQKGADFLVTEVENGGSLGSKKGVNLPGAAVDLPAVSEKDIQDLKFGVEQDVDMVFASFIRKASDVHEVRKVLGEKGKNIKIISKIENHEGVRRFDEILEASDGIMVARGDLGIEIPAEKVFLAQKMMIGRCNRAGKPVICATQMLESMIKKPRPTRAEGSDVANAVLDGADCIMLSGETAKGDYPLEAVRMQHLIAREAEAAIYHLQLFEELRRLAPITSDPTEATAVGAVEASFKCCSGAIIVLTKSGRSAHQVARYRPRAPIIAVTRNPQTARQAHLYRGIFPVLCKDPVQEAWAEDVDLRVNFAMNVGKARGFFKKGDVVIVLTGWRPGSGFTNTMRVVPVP
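Purified hPK-M2 (>95% pure) converted ADP (0.1 mM final) to ATP with 0.5 mM PEP in 50 mM imidazole pH7.2, KCl, MgCl2, Tween 20, BSA; 1 h at room temperature. ATP detected by Kinase-Glo luminescence.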
An asterisk follows results filed as active; ? = inconclusive; . = no result given; [ ] = remark or other dose. Unless noted, calls follow the shape of the dose curve; as a rule, active = well fitted curve in the direction sought with a large enough effect; inconclusive = small, poorly fitted or top-dose-only effect, or another doubt; inactive = no such curve, though single readings can be large; an effect the other way counts as inactive or inconclusive.

SMILES	TSG101-PTAP inh	B2AR arrestin	BCR signal inh	FBPA coupling cs	Tb PFK block	S-ASM inh	GALK inh	Giardia kill	a7 integrin act	Menin MLL FP TR	PKM2 act
Cc1nn(CC(=O)Nc2sc3c(c2C#N)CCC(C(C)(C)C)C3)c(C)c1[N+](=O)[O-] (stereo not drawn)	-5%	-0.2%	3%	1	-2%	-7%	-4%	8	12%	6%	6%
O=C(O)c1ccn2c(C(=O)c3ccccc3)c(-c3ccccc3)cc2c1	-11%	0.5%	20%	11	1%	6%	3%	-2	-15%	.	0%
COc1ccc(NC(=O)c2nc[nH]c2C(=O)NCc2ccccc2)cc1	1%	-0.2%	1%	.	-8%	-5%	.	-12	18%	.	.
CCCCN1C(=O)C2(OCCCO2)c2cccc(C)c21	0%	0.3%	0%	0	1%	1%	-1%	6	-18%	16%	-1%
COc1ccc(CC(=O)OCC(=O)N2CCc3ccccc32)cc1OC	-2%	0.3%	2%	.	-3%	8%	.	-5	?	.	.
COc1ccc(N2C(=O)CC(Nc3ccc(C)cc3)C2=O)cc1 (stereo not drawn)	-5%	0.1%	6%	5	5%	4%	2%	0	15%	-2%	3%
CCOc1ccc(Nc2oc(-c3ccc(Cl)cc3)nc2C#N)cc1	0%	-1.0%	?	1	1%	44%	0%	1	-18%	-3%	0%
CN(C)c1ccc(/C=N/NC(=O)CN(c2cccc(Cl)c2)S(C)(=O)=O)cc1Br	-1%	0.1%	13%	-2	-1%	?	-2%	35[activator]	0%	.	-7%
CC(C)c1nc2sc3c(SCC(N)=O)ncnc3c2c2c1CCC2	-1%	0.0%	?	2	2%	0%	-1%	28	7%	.	-1%
CC(=O)OCn1ncc(N2CCOCC2)c(Br)c1=O	-1%	-0.4%	0%	-2	0%	0%	1%	16	-14%	-7%	.
CCCS(=O)(=O)N1CCN(Cc2ccc([N+](=O)[O-])cc2)CC1	0%	-0.6%	-1%	1	-17%	-2%	1%	3	-2%	-6%	5%
Cc1nn(Cc2ccccc2)c(Cl)c1/C=C/C(=O)OC(C)C(=O)N1CCCC1 (stereo not drawn)	2%	-0.2%	?	6	2%	3%	11%	-6	-12%	18%	0%
OCCC1CN(Cc2cc(F)ccc2F)CCN1CCCc1ccccc1 (stereo not drawn)	-6%	-2.9%	-4%	1	1%	-5%	1%	-6	-26%	-13%	0%
NC(=O)CC(NC(=O)c1ccccc1)c1ccc(N2CCc3ccccc3C2)c([N+](=O)[O-])c1 (stereo not drawn)	3%	-0.5%	?	0	-1%	-7%	.	9	-24%	40%[activator]	-1%
CCOc1ccc(OCCCCN2CCCC2)cc1	-4%	-0.1%	?	6	-2%	2%	0%	17	-8%	-10%	-7%
O=C(Nc1ccc(N2CCOCC2)cc1)C1CCN(S(=O)(=O)c2ccccc2F)CC1	0%	-0.7%	0%	2	0%	-1%	4%	-27	?	.	-9%
COCC(C)n1c(COc2ccccc2F)nnc1SCc1c(C)noc1C (stereo not drawn)	0%	0.0%	?	1	2%	-1%	0%	-3	1%	-4%	1%
COc1ccc(NC(=O)/C=C/c2cccc(Br)c2)cn1	-26%	-0.4%	8%	-14	2%	-2%	-1%	39[activator]	8%	50%[activator]	4%
O=C(c1ccc([N+](=O)[O-])o1)N1CCOCC1	2%	0.4%	0%	2	0%	7%	0%	?	-24%	0%	-2%
CC1CCC(C(C)C)C(OC(=O)C[n+]2cc(-c3ccc(Cl)cc3)n3c2CCC3)C1 (stereo not drawn)	-1%	-0.7%	?	-2	1%	-2%	-1%	-9	-27%	.	2%
CC1CC(N(C(=O)c2ccco2)c2ccccc2)c2ccccc2N1 (stereo not drawn)	2%	-1.0%	10%	-4	27%	-2%	-5%	20	25%	-10%	0%
CCn1c(CNC(=O)c2ccccc2F)nnc1SCC(=O)Nc1nncs1	-1%	0.0%	-7%	0	1%	-7%	17%	29	3%	-3%	-11%
CN(C)C(=O)c1cc2cc(Br)ccc2s1	-4%	-0.2%	?	1	-11%	-1%	0%	4	-40%	9%	4%
C=CCn1c(COc2ccccc2)nnc1SCC(=O)Nc1ccc2c(c1)OCCO2	-1%	0.2%	-1%	5	0%	-1%	-1%	20	-1%	0%	3%
O=S(=O)(NC1CCCCC1)c1ccc(Br)s1	-2%	-1.0%	4%	-1	0%	-2%	-1%	10	-14%	9%	-1%

Just PKM2 act (two entries from above):
| Compound | PKM2 act |
| --- | --- |
| COc1ccc(NC(=O)/C=C/c2cccc(Br)c2)cn1 | 4% |
| O=C(c1ccc([N+](=O)[O-])o1)N1CCOCC1 | -2% |

Additional entries follow:
SMILES	TSG101-PTAP inh	B2AR arrestin	BCR signal inh	FBPA coupling cs	Tb PFK block	S-ASM inh	GALK inh	Giardia kill	a7 integrin act	Menin MLL FP TR	PKM2 act
Cc1cccc(C)c1OCC(=O)N/N=C/c1ccc2c(c1)OCO2	0%	-2.8%	-19%	-1	3%	-4%	-4%	-4	2%	-17%	3%
O=c1c(-c2ccccc2)cnc2n1CCS2	-1%	-0.3%	6%	1	1%	-1%	0%	-2	-12%	-9%	6%
COc1ccc(S(=O)(=O)N2CCOCC2)cc1NC(=O)CN1C(=O)CN(C)C1=O	-2%	-0.1%	3%	.	-5%	0%	.	2	15%	.	.
O=C(NCCCn1cccn1)c1cc(COc2ccc(F)cc2Cl)on1	-3%	-0.3%	-11%	1	-2%	-4%	1%	3	2%	2%	-4%
O=C(NCc1cccs1)C1CCCN1C(=O)Nc1ccc(F)cc1 (stereo not drawn)	-7%	-0.5%	1%	2	1%	2%	0%	9	-28%	.	-1%
C=CCN1C(c2ccc(Br)cc2)=CS/C1=C(/C#N)c1nnc(N2CCOCC2)n1-c1ccccc1	-4%	-0.6%	15%	1	-1%	0%	-2%	-7	-17%	?	4%
COC(=O)c1c(-c2ccncc2)csc1NC(=O)c1ccoc1C	-1%	0.1%	?	0	-1%	-1%	0%	-4	-11%[7.66 µM]	-2%	21%
Cc1[nH]n2cnnc2c(=O)c1Br	1%	-0.2%	?	0	-8%	3%	2%	-4	3%	.	2%
Cc1cccc(C(=O)Nc2ccc(C(=O)N/N=C/c3ccc(C)o3)cc2)c1	-10%	0.0%	?	0	0%	-4%	2%	19	-1%	-11%	6%
CCOC(=O)C1CSC2(CCC(c3ccccc3)CC2)N1 (stereo not drawn)	-3%	-0.1%	5%	2	0%	-4%	9%	1	13%	-22%	3%
Fc1ccccc1N=C1NN=C(c2ccccc2)CS1	0%	0.4%	?	2	-1%	-1%	-2%	-11	-63%[inhibitor]	?	-1%
Cc1ccccc1NS(=O)(=O)c1nnc(NC(=O)CC(C)C)s1	-5%	0.5%	-2%	5	1%	2%	3%	24	0%	13%	.
CCOC(=O)c1cnn(-c2cc(C)nc3c(-c4ccc(Cl)cc4)c(C)nn23)c1N	.	-0.1%	-1%	4	-9%	.	2%	.	.	-10%	-6%
Cc1cc(C)nc(NS(=O)(=O)c2ccc(N/C=C/C(=O)c3ccc(Cl)c(Cl)c3)cc2)n1	-2%	-0.7%	0%	5	1%	70%[activator]	-3%	?	6%	1%	8%
O=C1C=C(c2ccc3ncccc3c2)C[C@@H](c2ccc(Cl)cc2)C1	-2%	-0.1%	?	.	9%	?	.	3	-30%	.	.
COc1ccc(CN(CCC(c2ccccc2)C2CCOC(C)(C)C2)C(C)=O)cc1 (stereo not drawn)	0%	-0.9%	0%	0	5%	2%	3%	3	?	-3%	-11%
Cc1nn(-c2ccc([N+](=O)[O-])cc2)c2c1C(c1cccc(Br)c1)N1C(=N2)C(=O)Nc2ccccc21 (stereo not drawn)	-2%	-0.1%	?	-1	1%	-17%	1%	-5	?	9%	-5%

This is a subset (hit frequency here may not be typical).
